# Screening data as filed in PubChem.
# SNCA expr inhib – Primary qHTS assay for inhibitors of alpha-synuclein gene (SNCA) expression | HEK-293 SNCA-luciferase knock-in, luminescence, 24 h | Potency, µM (doses to about 57.2 µM), without a hit: at the top dose activity change, negative = inhibition, usual class: inhibitors | actives 0.17% (n = 140,000) | AID 1671194, 2021;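 also: potency is read from the fitted curve at half-maximal effect; plate controls were DMSO cells for no effect and cell-free wells for full effect; nearly all actives have a fitted effect of over 45% in size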
# SNCA viab count – GF-AFC viability counterscreen for inhibitors of alpha-synuclein gene (SNCA) expression | HEK-293-SNCA-luc viability, GF-AFC fluorescence, 24 h | Potency, µM (top dose mostly 57.1 µM), for inactives: at the top dose activity change, negative = cytotoxicity, hits mostly cytotoxic | actives 0.12% (n = 150,000) | AID 1671193, 2021;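 also: potency is read from the fitted curve at half-maximal effect; 0% = DMSO-treated cells and -100% = medium-only wells without cells; nearly all actives have a fitted effect of over 30% in size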
#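 Cytotoxicity counterscreen: after 24 h compound treatment of genome-edited SNCA-luciferase HEK-293 cells, live-cell protease substrate GF-AFC read by fluorescence after 30 min; activity scaled between DMSO (0%) and medium-only (-100%), curves Hill-fitted.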
# 3T3 cytotox – Cytotoxic Profiling in NIH 3T3 Cell Line of Diverse Libraries Using Quantitative High-Throughput Screening | NIH 3T3 viability, CellTiter-Glo ATP luminescence, 48-72 h | Potency, µM (doses to about 96.7 µM), for inactives: at the highest dose activity change, negative = cytotoxicity, usual class: inhibitors | actives 4.3% (n = 94,000) | AID 1345082, 2018; also: potency is read from the fitted curve at half-maximal effect; nearly all actives have a fitted effect of over 55% in size
#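 Viability of NIH 3T3 cells after 48 or 72 hr compound treatment at 37 °C was assessed by CellTiter-Glo, with luminescence imaged following a 10 min room-temperature step.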
# HEK cytotox – Cytotoxic Profiling in HEK 293 Cell Line of Diverse Libraries Using Quantitative High-Throughput Screening | Potency, µM (doses to about 115 µM), without a hit: at the top dose activity change, negative = cytotoxicity, most hits filed as inhibitors | actives 6.6% (n = 94,000) | AID 1345083, 2018 | HEK 293 viability, ATP luminescence (CellTiter-Glo), 48-72 h; also: potency is read from the fitted curve at half-maximal effect; nearly all actives have a fitted effect of over 60% in size
#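 250 HEK 293 cells/well; compound by pintool; incubated 48 or 72 hr at 37 degree Celsius; CellTiter-Glo added, 10 min RT, luminescence imaged.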
# GPT2 inhibitor – Primary qHTS assay for inhibitors of Glutamate pyruvate transaminase 2 (GPT2) | Recombinant GPT2, coupled pyruvate oxidase/HRP Amplex Red fluorescence | Potency, µM (highest dose often 57.7 µM), without a hit: top-dose activity change, negative = inhibition, actives largely listed as inhibitors | actives 0.25% (n = 100,000) | AID 1671188, 2021; also: potency is read from the fitted curve at half-maximal effect; nearly all actives have a fitted effect of over 60% in size; many of its hits are not listed in these tables
#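 Inhibition is scored from Amplex Red fluorescence generated when pyruvate oxidase and HRP act on pyruvate released by GPT2. Reactions contain 10ng/uL enzyme, 250uM a-KG and 2mM L-alanine and run 30 min at room temperature.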
# FLuc inh – Firefly luciferase inhibition profiling of diverse chemical library using quantitative high-throughput screening. Luciferin 4-monooxygenase (Photinus pyralis), P08659. purified P. pyralis luciferase, luminescence, biochemical. Potency, µM (titrated, usually from 115 µM), for inactives: at the top dose activity change, negative = inhibition, actives largely listed as inhibitors. actives 2.5% (n = 76,000); also: potency is read from the fitted curve at half-maximal effect; nearly all actives have a fitted effect of over 65% in size
# Target sequence (P08659 whole entry, looked up): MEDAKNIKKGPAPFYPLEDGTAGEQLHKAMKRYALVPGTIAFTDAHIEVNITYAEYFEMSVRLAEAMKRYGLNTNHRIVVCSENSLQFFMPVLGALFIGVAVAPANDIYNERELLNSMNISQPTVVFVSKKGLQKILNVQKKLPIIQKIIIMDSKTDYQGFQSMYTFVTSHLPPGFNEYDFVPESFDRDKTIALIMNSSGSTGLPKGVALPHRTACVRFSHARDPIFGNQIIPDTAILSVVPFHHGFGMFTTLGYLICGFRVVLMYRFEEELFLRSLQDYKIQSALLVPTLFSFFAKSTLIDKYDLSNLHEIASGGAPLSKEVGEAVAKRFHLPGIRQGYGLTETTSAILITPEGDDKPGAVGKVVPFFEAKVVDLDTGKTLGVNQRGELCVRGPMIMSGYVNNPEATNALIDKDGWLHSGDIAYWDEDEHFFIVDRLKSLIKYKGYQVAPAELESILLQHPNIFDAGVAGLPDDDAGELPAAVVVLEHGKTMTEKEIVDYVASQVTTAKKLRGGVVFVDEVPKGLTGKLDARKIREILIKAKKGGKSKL
#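 Luminescence read by CCD imaging after purified firefly luciferase (10nM final) was added to substrate buffer holding 10uM D-luciferin and 10uM ATP, pH 7.5, pre-dosed with compound.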
# IP6K1 inhibitor – Primary qHTS assay for small molecule inhibitors of Inositol hexaphosphate kinase 1 (IP6K1); Inositol hexakisphosphate kinase 1 (Homo sapiens), Q92551; IP6K1 kinase, ADP-Glo luminescence, 2 h; stronger effect = lower value; activity change, % (series mostly up to about 58 µM); actives 0.81% (n = 140,000); in the data active = activity change below about -25%
# Target sequence (Q92551 whole entry, looked up): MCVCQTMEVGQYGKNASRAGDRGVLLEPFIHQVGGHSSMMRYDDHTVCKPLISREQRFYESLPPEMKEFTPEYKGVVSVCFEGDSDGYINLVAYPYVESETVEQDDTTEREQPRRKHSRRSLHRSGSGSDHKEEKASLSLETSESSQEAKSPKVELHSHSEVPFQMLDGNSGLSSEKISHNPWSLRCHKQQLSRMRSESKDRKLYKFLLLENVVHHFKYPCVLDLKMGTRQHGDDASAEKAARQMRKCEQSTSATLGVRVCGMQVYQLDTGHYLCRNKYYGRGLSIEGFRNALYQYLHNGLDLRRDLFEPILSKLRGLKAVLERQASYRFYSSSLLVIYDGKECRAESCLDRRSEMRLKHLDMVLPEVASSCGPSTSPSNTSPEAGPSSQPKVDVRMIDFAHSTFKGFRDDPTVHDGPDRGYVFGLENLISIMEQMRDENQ
#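 ADP-Glo luminescence measures ADP made by human IP6K1 during a 2 h RT reaction with ATP/IP6 (mix at 1.3 mM/130 uM); top library doses 57.5 and 19.1 uM final.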
# Numbers without * were called inactive; i = inactive; ? = inconclusive; nt = not tested or not shown; & = joins results of further samples; [ ] = remark or other dose. Unless noted, calls follow the shape of the dose curve; as a rule, active = well fitted curve in the direction sought with a large enough effect; inconclusive = small, poorly fitted or top-dose-only effect, or another doubt; inactive = no such curve, though single readings can be large; an effect the other way counts as inactive or inconclusive. Unless noted, % is scaled to controls: 0 for no effect and ±100 for the full control effect.
No.	structure	SNCA expr inhib	SNCA viab count	3T3 cytotox	HEK cytotox	GPT2 inhibitor	FLuc inh	IP6K1 inhibitor
1	O=[N+]([O-])c1ccc(C(c2sc3nc(-c4ccco4)nn3c2O)N2CCN(c3cccc(Cl)c3)CC2)cc1 (stereo not given)	9.0%	-0.1%	nt	nt	nt	nt	20.2
2	Cn1nc(C2CCCN2)c2c(C(=O)NCC(F)(F)F)cc(C3CC3)nc21 (stereo not given)	26.5%	12.6%	i	0.0%	3.5%	nt	-4.2
3	COc1ccc2c(c1)C(C(=O)N(Cc1ccc(N(C)C)cc1)c1ccc(C(C)C)cc1)CCC2 (stereo not given)	nt	-3.2%	nt	nt	?	nt	-8.7
4	CC(C)NC(=O)c1ccc2nc(-c3cccnc3)oc2c1	14.4%[87.6 µM]	11.5%[87.6 µM]	-10.3%[138 µM]	-23.0%[172 µM]	i	nt	3.0
5	CCC1CN(C(=O)c2cnn(C)c2)CCC(=O)N1Cc1ccccc1 (stereo not given)	7.5%	8.2%	0.2%	-3.1%	-1.2%	0.0%	11.6
6	CCOc1ccc(NC(=O)N2CCC(C(N)=O)(N3CCCCC3)CC2)cc1	23.1%	0.6%	nt	nt	nt	nt	-6.2
7	COC(=O)c1sc2cccc(F)c2c1S(=O)(=O)NC(C)c1ccccc1 (stereo not given)	?	-0.9%	nt	nt	nt	nt	3.6
8	CCOc1ccc(NC(=O)CC2C(=O)N(c3ccc(F)cc3)C(=O)N2CCc2sccc2C)cc1 (stereo not given)	7.8%	-18.4%	nt	nt	nt	nt	-1.5
9	Cc1ccc(NC(=O)N(C)CC2CCOC2)cc1F (stereo not given)	69.5%[activator]	16.0%	4.6%	0.1%	i	-23.8%	18.6
10	COc1ccccc1-c1cccc(CN2CCC(N[S+](=O)([O-])c3ccc(C)cc3)CC2)c1	-25.9%	-0.2%	?	35.5µM*	-1.1%	nt	-0.9
11	CCOC(=O)c1[nH]c(C)c(CCC(=O)NCc2ccc(CC)cc2)c1C	-9.5%	0.2%	nt	nt	nt	nt	-3.2
12	COc1ccc(-c2noc(-c3cccn3CC(=O)NCc3ccc(F)cc3Cl)n2)cc1F	11.4%	-12.9%	i	2.8%	i	-0.1%	13.0
13	O=C1CC(c2ccccc2)N(C(=O)CNC(=O)Cn2c(=O)oc3ccccc32)CCCCCCN1 (stereo not given)	-5.4%	1.5%	-5.2%	-22.0%	-9.3%	-3.5%	0.0
14	CCc1cccc(C)c1NS(=O)(=O)c1cc2[nH]c(=O)c(=O)[nH]c2cc1C	-18.8%	3.5%	nt	nt	nt	nt	8.8
15	CCc1cccc(NC(=O)Cn2ccn3nc(-c4ccc(OC)c(OC)c4)cc3c2=O)c1	-6.1%	3.4%	nt	nt	nt	nt	1.4
16	COc1ccc(CCNCc2c(C(=O)O)c(C)n(Cc3ccccc3C)c2C)c(OC)c1	-7.5%	-20.0%	nt	nt	nt	nt	-13.0
17	CN(c1ccccc1)c1ccc2nnc(-c3cc(C(=O)NC4CCC(O)CC4)ccn3)n2n1 (stereo not given)	?	3.9%	?	-10.1%	-11.2%	1.6%	-5.8
18	COc1cc2c(c(OC)c1CC=C(C)C)C[C@H](c1ccc(O)cc1O)CO2	nt	2.4%	nt	nt	-11.7%[27.3 µM]	nt	3.4
19	OC1(CNCc2cc(C(F)(F)F)ccc2F)CNCCOC1 (stereo not given)	24.6%	2.9%	0.2%	-1.9%	-16.9%	10.6%	-13.8
20	CN(C)C[C@@H]1CN(Cc2cccnc2)C[C@H]1NC(=O)C1(C)CCOCC1	1.7%	-3.3%	i	3.4%	i	7.8%	-6.7
21	O=C(NCCN1CCOCC1)C1CCc2ncc(-c3ccc(F)cc3)n2C1 (stereo not given)	18.5%	20.7%	-8.6%	i	-0.9%	2.7%	-2.8
22	COc1ccc(CCNC(=O)C2CCN(S(=O)(=O)c3c(C)noc3/C=C/c3ccc(C)cc3)CC2)cc1OC	14.2%	19.4%	nt	nt	nt	nt	3.6
23	CC(C)C[C@@H](NC(=O)[C@@H]1C[C@@H](NC(=O)c2cnccn2)CCN1C(=O)COCC(=O)O)C(N)=O	9.3%	5.6%	-11.6%	0.2%	1.3%	-2.4%	-9.1
24	CCCNC(=O)C(NC(=O)c1ccc(OC)cc1)C1CCN(C(=O)c2cccc(F)c2)CC1 (stereo not given)	23.9%	-2.4%	-9.7%	-1.3%	-7.3%	-3.5%	-5.6
25	COCCn1ccc2c(OCC(=O)Nc3c(C)cc(C)cc3C)cccc2c1=O	2.5%	4.1%	nt	nt	nt	nt	-8.1
26	O=C(N[C@H]1CCN2C(=O)c3ccccc3NC(=O)[C@@H]2C1)C1CCCCC1	13.6%[87.6 µM]	3.3%[87.6 µM]	-29.2%[138 µM]	-14.4%[172 µM]	i	-10.8%[172 µM]	0.7
27	CNCC(=O)NC1CCCN(c2ccc(C(F)(F)F)cn2)C1 (stereo not given)	7.3%	5.0%	-11.6%	i	-13.3%	-1.0%	4.9
28	O=C(CC1CCN(C(=O)c2cccs2)C1)NCc1ccccc1 (stereo not given)	36.0%[activator]	14.7%[12.5 µM]	-10.8%	-17.4%	i	3.5%	10.0
29	O=C(c1ccccc1)N1CCC(Oc2ccccc2F)(C(=O)O)CC1	0.7%	2.4%	-0.7%	i	-7.4%	5.1%	4.7
30	O=C(C1CCCCN1Cc1ccc(-c2cccs2)cc1)N1CCC(Cc2ccccc2)CC1 (stereo not given)	-19.5%	2.7%[12.5 µM]	?	?	i	nt	-12.2
31	COc1ccccc1Cn1c(=O)c(C(=O)N2CCN(C(=O)c3ccccc3F)CC2)nc2cccnc21	-6.1%	-8.6%	-9.4%	-3.3%	i	nt	-2.4
32	CC(C)NC(=O)N1CCC(O)(c2csc(CN3CCN(C)CC3)n2)CC1	-2.7%[87.6 µM]	9.8%[87.6 µM]	-8.5%[174 µM]	-9.4%[172 µM]	?	-6.6%[172 µM]	12.4
33	Cc1cnn(CCC(=O)N[C@@H]2CN(Cc3cccnc3)C[C@H]2CN(C)C)c1	-3.5%	-1.6%	1.9%	i	i	0.5%	3.3
34	O=C(c1ccoc1)N1CCC2(CC1)CC(N(Cc1ccc(F)cc1)C1CC1)CCO2 (stereo not given)	6.1%	19.7%	-20.3%	?	i	-11.4%	1.2
35	CC1=C[C@@H](CN(C)CCc2ccccn2)[C@H](C(C)C)C[C@H]1Cc1nnc(-c2ccncc2)o1	-21.1%	-5.7%	?	79.4µM*	1.6%	1.8%	1.5
36	COc1ccc(-n2ncc3c(NC4CCCC4)ncnc32)cc1	-68.8%	-19.0%	nt	nt	nt	nt	29.1
37	Cc1ccc(OCc2nc(C3CN(C(=O)CCc4nc5ccccc5s4)C3)no2)cc1	-4.5%	4.5%	?	?	i	-13.0%	0.4
38	Cc1ccc2nc(C3CCCN(Cc4ccc(C#N)cc4)C3)[nH]c(=O)c2c1 (stereo not given)	-10.6%&13.0%	-8.7%&3.7%	-20.9%&-13.3%	?	-7.2%	3.0%	6.8&-10.1
39	CCCN1CCC2(Cc3ccccc3CN(C(=O)C(C)C)C2)C1 (stereo not given)	-7.0%	6.9%	-6.8%	?	-5.7%	nt	-13.5
40	Cc1noc(C)c1S(=O)(=O)Nc1ccc(C(=O)Nc2ccc(Br)cc2)cc1	-7.7%	-7.3%	nt	nt	nt	nt	-7.0
41	O=C(COc1ccc(F)cc1)NC1CCN(c2cn[nH]c(=O)c2)CC1	5.9%	-5.7%	-3.4%	i	-0.4%	6.6%	23.3
42	COc1cccc(C(=O)Nc2ccc3nc(SCCOc4ccccc4)sc3c2)c1	-4.8%	-4.6%	nt	nt	nt	nt	6.8
43	COc1ccc(C(=O)N2CCCC(C(=O)NCc3ccccc3)CCNC(=O)CC2)c(OC)n1 (stereo not given)	-7.8%	-2.6%	-13.2%	-2.0%	-11.4%	-2.9%	-1.2
44	COc1cc(OC)cc(C(=O)NCC2CCCN(C(=O)c3oc(C)cc3C)C2)c1 (stereo not given)	-16.6%	-1.2%	i	i	i	-3.6%	1.7
45	CCCSc1nc(=O)c2c(n1C)NC(=O)CC2c1cccc(F)c1F (stereo not given)	-17.1%	2.9%	nt	nt	nt	nt	21.4
46	Nc1c(C(=O)Nc2ccc(F)cc2)sc2nc(-c3cccs3)cc(C(F)(F)F)c12	18.8%	?	nt	nt	nt	nt	19.7
47	CC(C)c1noc(-c2cccn3c(CNC(=O)C4CCCC4)nnc23)n1	12.2%	7.2%	-3.9%	-0.8%	-3.5%	8.6%	9.5
48	CSc1ccc(NC(=O)c2cc(-c3ccc[nH]3)n[nH]2)cc1	62.4%[activator]	0.9%	-10.1%	-24.8%	i	4.47µM*	8.3
49	CC(C)NC(=O)Nc1ccc2c(c1)N(C)C(=O)c1ccccc1S2	-4.1%	7.5%	nt	nt	nt	nt	12.4
50	Cc1nc(=O)[nH]c(C)c1CCC(=O)N[C@H](c1ccccn1)C1CC(O)C1 (stereo not given in full)	-21.4%	3.6%	-14.1%	-5.0%	i	-7.2%	12.3
51	O=C(c1ccc[nH]1)N1CCC(n2cc(-c3nc(C4CC4)no3)nn2)C1 (stereo not given)	-1.1%	-15.8%	-19.5%	-3.2%	i	-0.7%	8.3
52	CCc1ccc(C(=O)c2cn(CC(=O)Nc3ccc4c(c3)OCCO4)c3ccc(CC)cc3c2=O)cc1	6.8%	9.4%	nt	nt	nt	nt	-20.0
53	COc1cc(/C=C/C(=O)O[C@@H]2C[C@@](O)(C(=O)O)C[C@@H](O)[C@@H]2O)ccc1O	nt	-11.9%	nt	nt	i	nt	-3.4
54	COc1ccccc1NC(=O)c1c(C)cc(C)nc1SCC(=O)Nc1ccc(C)cc1	-0.1%	?	nt	nt	nt	nt	-4.9
55	CCS(=O)(=O)N(C1CC1)C1CCOC2(CCN(C(=O)c3ccc(OC)cc3)CC2)C1 (stereo not given)	?	2.7%	i	-3.4%	2.4%	-3.8%	15.5
56	CN(CC1(C)CCOCC1)C(=O)c1ccoc1	5.2%	9.1%	-2.1%	8.2%	1.0%	-5.1%	10.8
57	O=C(Cn1nnc2sc(-c3ccccc3)cc2c1=O)Nc1cccc(C(F)(F)F)c1	3.2%	6.6%	nt	nt	nt	nt	11.4

# Not all compounds are listed, so the mix of outcomes need not match the whole.
